Source: PubChem (several laboratories)
LANA DNA inh: blocks KSHV LANA C-terminal domain binding to DNA | inhibition, % at 9 µM | 0.078% of 340,000 active | MBP-C-LANA/FAM-LBS DNA binding, fluorescence polarization | AID 504423;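 active = highest replicate inhibition at or above 60% at 9 µM, even if other replicates fall short; inactive = all replicates below 60% inhibition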;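 also: 0% = neutral control wells and 100% = 4 µM acridine orange control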
RTF Ca sens inh: cardiac RTF calcium desensitization. P19429+P45379. IANBD-labeled cardiac RTF, Ca2+ fluorescence. 0.12% of 340,000 active. inhibition, % at 7.15 µM. AID 493244;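 active = inhibition above the mean inhibition of all tested compounds plus 3 SD, cut at about 17% in these data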;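 also: assay run at fixed EC70 calcium of 1.6 mM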
SR-BI uptake up: enhances SR-BI lipid uptake from DiI-HDL; CHO ldlA[mSR-BI] cells, DiI-HDL uptake fluorescence, 3 h; 100 = double the neutral-control signal; 0.096% of 320,000 active; activation, % at 12.5 µM;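 active = mean replicate activation of at least 60% and every replicate at or above 60%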;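 also: 0% = median plate neutral-control signal and 100% = twice that signal; values of inactives mirror those of a sister screen read the other way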
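Test system: SR-BI-overexpressing, LDLR-lacking CHO cells; Also added: labelled HDL, 10 µg/mL; Measured by: bottom-read cell fluorescence after medium removal, ex 550/em 595 nm; Timing: 3 h uptake period with compound, 37 °C; Buffer or medium: F12, 0.5% BSA, 25 mM HEPES; Doses: single compound concentration, delivered by pin transfer.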
DAGLB inh: blocks human DAGLB lipase activity | Q8NCG7 | HEK293T DAGLB membrane lysate, EnzChek fluorogenic substrate | inhibition, % at 5.17 µM | 0.059% of 340,000 active; in the data active = inhibition above about 34%;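 also: 0% = enzyme with vehicle and 100% = wells lacking enzyme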
Rtt109 HAT inh: inhibitors of Candida albicans Rtt109/Vps75 histone acetyltransferase; purified Rtt109/Vps75, ThioGlo CoA-SH fluorescence, 4 h; 0.16% of 330,000 active; AID 540336; inhibition, % at 34.9 µM;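 active = inhibition of at least 50% in every replicate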
Keap1 Nrf2 FP: Keap1-Nrf2 (human) interaction inhibition. Q14145. Keap1 Kelch-Nrf2 peptide fluorescence polarization, 1536-well. inhibition, % at 9.4 µM. 0.15% of 340,000 active. AID 504523; in the data active = inhibition above about 12%;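 also: human Keap1 Kelch domain with fluorescein labeled Nrf2 9mer peptide probe; 0% = neutral control wells and 100% = peptide positive control; higher means more block of Keap1 binding to Nrf2 peptide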
Target sequence (Q14145 whole entry, looked up, the tested form may be a part): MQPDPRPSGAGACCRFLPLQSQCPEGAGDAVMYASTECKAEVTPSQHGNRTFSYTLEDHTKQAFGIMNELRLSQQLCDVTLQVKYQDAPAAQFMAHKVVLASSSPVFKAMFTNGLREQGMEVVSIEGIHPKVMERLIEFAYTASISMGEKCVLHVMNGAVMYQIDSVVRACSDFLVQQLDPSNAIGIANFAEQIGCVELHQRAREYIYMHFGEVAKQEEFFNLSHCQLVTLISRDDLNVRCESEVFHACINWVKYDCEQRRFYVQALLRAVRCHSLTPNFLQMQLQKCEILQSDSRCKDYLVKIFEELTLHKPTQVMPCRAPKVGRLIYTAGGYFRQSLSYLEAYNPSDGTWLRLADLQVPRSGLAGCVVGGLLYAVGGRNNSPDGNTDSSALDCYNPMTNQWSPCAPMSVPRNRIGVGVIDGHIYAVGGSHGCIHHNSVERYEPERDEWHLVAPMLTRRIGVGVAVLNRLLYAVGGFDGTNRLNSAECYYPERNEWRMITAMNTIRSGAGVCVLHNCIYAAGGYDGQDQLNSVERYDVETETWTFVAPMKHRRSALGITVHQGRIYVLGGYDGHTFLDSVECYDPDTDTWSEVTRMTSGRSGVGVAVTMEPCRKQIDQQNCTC
cardiac RTF act: cardiac RTF calcium sensitization; IANBD-labeled TnC RTF fluorescence at EC20 calcium; 0% EC20 calcium, 100% full calcium; activation, % at 7.2 µM; 0.24% of 340,000 active;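 active = activation above the mean over all tested compounds plus 3 SD, cut at about 30% in these data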;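 also: rise in fluorescence read as greater calcium sensitivity of cardiac thin filaments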
CAL PDZ FP-1: human CAL PDZ-peptide interaction inhibition; Q9HD26; purified CAL PDZ, TMR-peptide fluorescence polarization, 1 h; inhibition, % at 20 µM; 0.02% of 330,000 active; AID 504414;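 active = highest replicate inhibition of at least 40%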;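 also: plate controls were DMSO neutral control wells for no effect and unlabeled competitor peptide control wells for full effect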
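System: tagged CAL PDZ domain. Schedule: 1 h room-temperature incubation prior to read. Signal: fluorescence polarization (mP). Measure: percent inhibition from loss of millipolarization.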
PKA-R2B act: activators of human PKA-R2B complex | 0.079% of 340,000 active | PKA-R2B holoenzyme dissociation, Cy5-IP20 fluorescence polarization; R2B truncated from residue 108, S112A mutant; 0% DMSO only, 100% 113 µM cGMP | activation, % at 11.4 µM;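 active = activation above a cutoff set at the mean over all compounds plus 3 SD, cut at about 18% in these data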;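 also: higher means more holoenzyme dissociation and a rise in polarization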
Target sequence (P31323 whole entry, looked up, other chains not shown, the tested form may be a part): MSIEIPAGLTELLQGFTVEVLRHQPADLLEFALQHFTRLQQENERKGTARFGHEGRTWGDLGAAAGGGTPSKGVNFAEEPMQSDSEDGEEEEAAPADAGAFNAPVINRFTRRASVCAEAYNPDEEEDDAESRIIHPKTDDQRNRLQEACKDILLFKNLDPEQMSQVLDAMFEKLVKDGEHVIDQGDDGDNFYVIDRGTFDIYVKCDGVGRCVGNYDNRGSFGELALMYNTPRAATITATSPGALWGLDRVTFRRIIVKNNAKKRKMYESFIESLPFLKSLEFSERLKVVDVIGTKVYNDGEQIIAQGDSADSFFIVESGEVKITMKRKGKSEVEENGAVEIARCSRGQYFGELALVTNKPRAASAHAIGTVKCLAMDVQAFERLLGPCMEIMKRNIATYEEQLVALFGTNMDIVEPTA
CAL PDZ FP-2: inhibitors of human CAL PDZ peptide binding | Q9HD26 | purified CAL PDZ, TMR-peptide fluorescence polarization, 1 h | inhibition, % at 24.9 µM | 0.92% of 300,000 active | AID 602252;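 active = mean inhibition of at least 30% with at least half of replicates also reaching 30%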;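 also: 0% = DMSO neutral control and 100% = excess unlabeled competitor peptide PRC23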
Active calls of the source: *; · = not tested or not shown. Rows are unselected; 1.6% or so of the library scored in one or more.

SMILES	LANA DNA inh	RTF Ca sens inh	SR-BI uptake up	DAGLB inh	Rtt109 HAT inh	Keap1 Nrf2 FP	cardiac RTF act	CAL PDZ FP-1	PKA-R2B act	CAL PDZ FP-2
O=C(O)CC(Cc1ccccc1)C(=O)Nc1ccc([N+](=O)[O-])cc1 (stereo unspecified)	0.3	-0.2	·	-0.8	4.5	-3.2	-3.5	0.0	-10.5	-3.8
COc1ccccc1/C=N/NC(=O)c1cccc2ccccc12	1.0	-4.5	-77.0	1.1	-2.6	-8.0	-0.6	-0.5	-7.3	-8.7
COc1cc(/C=C2\SC(c3ccc(C)cc3)=NC2=O)ccc1O	9.4	-11.2	-1.7	3.8	16.7	-1.9	2.4	-1.4	-3.1	-0.5
O=C(OCC#CCSc1nnc(-c2cccc3ccccc23)o1)c1cccc2[nH]ccc12	3.6	2.9	3.0	-9.8	-5.9	2.4	-5.2	-0.9	-3.5	-4.3
CC12CCC(C(=O)Nc3cccc(Cl)c3)(C(Br)C1=O)C2(C)C (stereo unspecified)	-1.4	-3.0	4.4	-1.6	14.8	-4.7	6.2	-0.5	-8.0	9.9
O=C(CN1C(=O)COc2ccccc21)N1CCN(c2ccccc2F)CC1	-0.7	-0.8	-0.5	1.5	-2.5	-0.7	-2.4	-3.0	-0.6	-1.0
COc1cc(CC(=O)Nc2sc3c(c2C(N)=O)CCCC3)cc(OC)c1OC	-1.2	-28.2	·	1.5	3.9	-6.0	0.6	-1.1	2.3	-6.2
CSc1cc(-c2ccc(Cl)cc2)c(C(=O)N2CCCC2)s1	-0.2	-1.3	-31.7	1.8	15.9	5.7	0.7	-2.4	-0.8	-2.3
COc1ccc(C(C(=O)NC2CCCCC2)N(C(=O)Cc2c[nH]c3ccccc23)c2ccc(NC(C)=O)cc2)cc1OC (stereo unspecified)	0.9	-1.7	1.0	3.3	0.4	1.1	2.0	-0.4	-0.4	-3.6
Cc1ccc(Cl)cc1NC(=S)N(CCN(C)C)C(C)c1ccccn1 (stereo unspecified)	-0.2	-6.3	25.0	-0.9	-4.2	-3.4	-4.9	0.1	-4.6	-5.8
Nc1ccc2c(c1)C/C(=C/c1ccco1)C2=O	6.2	-7.7	29.0	-0.3	-27.3	3.2	17.1	-2.8	5.0	-1.4
COc1ccc(C(=O)N2CC3(CC(c4cccc([N+](=O)[O-])c4)=NO3)C[C@H]2C(=O)NCC(N)=O)cc1 (stereo partly specified)	0.0	-24.2	10.9	4.0	8.1	3.0	-1.6	-0.1	-2.6	-7.2
CCOc1ccc(Br)cc1S(=O)(=O)NCC(c1ccc(OC)cc1)N1CCOCC1 (stereo unspecified)	0.6	0.1	14.3	-0.1	-0.5	-3.7	-3.5	0.7	6.4	-9.4
O=C(COc1ccc(-n2cnnn2)cc1)Nc1cc(Cl)cc(Cl)c1	1.4	-5.4	-56.0	-1.7	2.8	0.0	-20.1	-1.3	0.2	-4.1
CSc1nnc(-c2ccncc2)n1CCCN1CCCC1=O	-0.3	-2.6	10.9	-6.0	22.6	-4.1	0.7	-2.0	-3.7	·
O=C(Cc1ccsc1)NNC(=O)c1ccccc1Cl	-0.7	-6.2	24.3	1.4	16.4	3.0	8.6	-2.0	-6.2	-2.4
Cc1ccc(S(=O)(=O)n2nc(-c3ccc(Cl)cc3)nc2NCc2ccco2)cc1	-1.9	-8.3	-50.8	-9.9	-8.8	0.6	0.5	-1.6	6.5	-2.5
COc1cc(OC)cc(C(=O)NCC2CCCN(Cc3ccc(SC)cc3)C2)c1 (stereo unspecified)	-0.5	-5.9	-27.2	-2.4	-1.6	2.4	-5.4	-0.9	7.8	·
Cc1oc(/N=C/c2cccc3ccccc23)c(C#N)c1C	2.8	-8.5	8.4	-0.1	-1.2	2.0	0.6	0.1	-0.1	·
Cc1cccc(N2C(=O)CC(N(C(=O)c3ccco3)c3cccc(C)c3)C2=O)c1 (stereo unspecified)	-2.5	-3.2	0.7	-2.6	21.3	1.0	10.7	-2.5	-5.9	-3.2
Cc1cc(C(=O)OCC(=O)N2CC(C)OC(C)C2)c(C)n1-c1ccccc1 (stereo unspecified)	-0.9	-2.0	23.5	-0.9	2.1	1.0	-0.2	-1.1	0.7	-3.6
Cc1ccccc1CSCC(=O)Nc1c(C)n(C)n(-c2ccccc2)c1=O	-0.1	-3.0	5.4	0.3	-0.4	-5.6	3.4	-0.5	-0.7	-0.2
O=S(=O)(c1cc(Cl)cc(Cl)c1)N1CCCC1c1nc2ccccc2s1 (stereo unspecified)	1.2	-2.8	-4.1	-9.5	-17.5	2.0	8.5	-4.0	1.6	-3.0
COc1ccc(/C(O)=C2/C(=O)C(=O)N(c3ccccn3)C2c2cccc(Cl)c2)cc1 (stereo unspecified)	-2.2	2.9	-9.4	2.0	3.9	-3.7	-2.4	-1.0	-4.9	-4.3
COc1cccc(Oc2cn[nH]c2-c2ccc(O)cc2O)c1	1.0	-6.8	-27.9	1.6	-2.9	0.0	1.3	-0.9	2.1	1.8
The listing continues.
SMILES	LANA DNA inh	RTF Ca sens inh	SR-BI uptake up	DAGLB inh	Rtt109 HAT inh	Keap1 Nrf2 FP	cardiac RTF act	CAL PDZ FP-1	PKA-R2B act	CAL PDZ FP-2
C1CNCCOCCNCCN1	-1.5	3.4	10.0	-2.4	-6.0	-4.1	-4.4	-0.9	-8.6	2.3
Cc1cc(=O)oc2cc(OCc3ccc(C(=O)N4CCN(c5ccc([N+](=O)[O-])cc5)CC4)cc3)ccc12	-1.9	-8.0	-50.3	3.6	4.3	-3.5	6.3	-1.9	-21.1	-4.7
NC(=O)COC(=O)C1c2ccccc2Oc2ccccc21	-0.1	-6.8	27.1	-1.5	1.7	-2.5	1.1	·	9.0	-5.2
Cc1c(C(=O)Oc2cccc3cccnc23)cccc1[N+](=O)[O-]	0.6	-2.6	·	1.4	1.3	-0.1	4.3	-0.4	6.7	·
Cc1ccc2nc(C)c(C(=O)N/N=C/c3cccs3)cc2c1	4.6	6.8	23.8	-1.1	5.5	-1.8	0.5	-1.6	8.1	-2.8
O=C1OC(Nc2nc3ccccc3s2)c2ccccc21 (stereo unspecified)	-0.4	-6.6	-3.4	-1.2	-7.0	-4.6	-2.2	0.5	3.0	·
Cc1c(C(=O)NCCN2CCOCC2)oc2ccc(S(=O)(=O)N3CCCCCC3)cc12	0.8	-0.1	-34.1	2.6	-3.1	4.2	3.1	-1.5	-5.6	0.5
CCOC(=O)N1CCN(C(=O)c2ccccc2NC(=O)COc2ccccc2)CC1	0.2	-2.2	17.4	-0.2	-3.3	-0.7	7.5	0.8	-1.3	-8.7
COc1cc(N=c2oc3c(C)ncc(CO)c3cc2C(N)=O)cc(OC)c1OC	-2.8	-6.9	·	4.0	-4.0	3.5	5.9	-0.3	6.0	-4.0
CCN(CC)C(=O)CSc1nc(O)c(Cc2ccccc2)c(=O)n1-c1ccccc1	2.3	-2.5	11.6	-1.4	-6.4	0.9	-3.6	-0.6	-12.2	0.1
O=C(O)CCSCc1ccccc1F	-1.8	0.0	·	-7.0	-7.9	1.4	-4.9	-1.0	-8.2	5.3
Oc1ccccc1/C=N/Nc1cccc2cccnc12	-1.4	-19.6	-51.6	1.9	1.9	4.4	-3.0	·	7.3	-8.5
O=C1/C(=C/c2ccccc2F)SC(=S)N1CCC(=O)N1CCCCC1CCO (stereo unspecified)	-0.5	-8.7	-9.2	1.5	10.4	-4.3	0.2	-1.5	5.9	-3.2
COc1cc(OC)c(OC)cc1CNC(=O)c1ccc(COc2ccccc2)cc1	0.9	0.8	-24.0	0.2	-6.7	-0.4	0.9	-1.1	-4.2	-3.2
COC(CNC(=O)c1c[nH]c2ccc(S(=O)(=O)N3CCOCC3)cc2c1=O)OC	-1.0	-6.9	23.9	-0.6	7.2	3.3	-3.1	0.7	-13.0	·
C=CCN1CCN(C(c2ccccc2OC)c2nnnn2C(C)(C)C)CC1 (stereo unspecified)	-1.0	5.1	5.9	3.5	1.1	-0.6	2.2	0.1	1.8	-1.2
Cn1cc(C(=O)NCN2CCCCC2)c2ccccc21	-1.4	1.6	32.1	0.1	2.7	-3.3	5.4	0.1	-3.3	1.8
O=C(N/N=C/c1c(O)ccc2ccccc12)c1ccc(Br)o1	0.2	-0.9	-124.3	1.5	-41.1	-8.6	-0.7	-1.8	7.8	-3.9
O=C(NC(=S)N(Cc1ccccc1)c1ccccn1)C1CCCCC1	0.3	-1.7	32.7	-1.3	6.8	-2.0	-5.8	-0.5	-10.9	-0.1
CCOc1ccc2[nH]c3nc(SCC(=O)NCC4CCCO4)nnc3c2c1 (stereo unspecified)	-0.5	-6.3	·	-0.1	-2.4	-2.8	-7.2	-2.4	-2.8	-1.7
O=C(Nc1nc2ccccc2[nH]1)NC1CCCCC1	0.9	-4.1	20.8	-0.8	-8.5	3.7	-6.2	-1.4	-4.3	-5.6
CCn1c(SCC(=O)NC2CCCC2)nnc1-c1ccccn1	-1.1	-9.0	16.2	-0.1	1.1	0.1	-0.7	-1.5	-0.3	-1.1
COCCC(=O)N1CCc2ccc(NC(=O)c3ccc(C(F)(F)F)cc3)cc2C1	2.0	4.5	-61.3	2.6	-3.6	-7.6	-6.0	·	6.3	-0.7
CSCCC(NC(=O)c1ccc(Cl)cc1)C(=O)O (stereo unspecified)	0.2	3.4	3.1	-0.2	3.3	5.5	3.6	-0.5	-6.9	·
Oc1c(C(Nc2ccccn2)c2ccccn2)ccc2cccnc12 (stereo unspecified)	0.4	-4.4	2.3	9.1	16.4	0.4	-1.7	-3.0	0.0	-2.1
Cc1ccc(S(=O)(=O)NCCSC(C)(C)C)cc1	-1.6	-2.6	16.6	-1.2	·	-3.4	0.7	-2.4	0.8	-0.7
C=CCn1c(SCC(=O)N2CCCC2)nc2scc(-c3cccs3)c2c1=O	0.5	-6.9	21.8	-2.5	-16.5	-3.8	-0.6	-2.8	-11.5	·

Whole records, quoted from the list. Order of screens: LANA DNA inh | RTF Ca sens inh | SR-BI uptake up | DAGLB inh | Rtt109 HAT inh | Keap1 Nrf2 FP | cardiac RTF act | CAL PDZ FP-1 | PKA-R2B act | CAL PDZ FP-2
COc1ccc(C(=O)N2CC3(CC(c4cccc([N+](=O)[O-])c4)=NO3)C[C@H]2C(=O)NCC(N)=O)cc1 (stereo partly specified) in the list: 0.0 | -24.2 | 10.9 | 4.0 | 8.1 | 3.0 | -1.6 | -0.1 | -2.6 | -7.2
COc1ccc(C(C(=O)NC2CCCCC2)N(C(=O)Cc2c[nH]c3ccccc23)c2ccc(NC(C)=O)cc2)cc1OC (stereo unspecified) in the list: 0.9 | -1.7 | 1.0 | 3.3 | 0.4 | 1.1 | 2.0 | -0.4 | -0.4 | -3.6
CSCCC(NC(=O)c1ccc(Cl)cc1)C(=O)O (stereo unspecified) in the list: 0.2 | 3.4 | 3.1 | -0.2 | 3.3 | 5.5 | 3.6 | -0.5 | -6.9 | ·
Cn1cc(C(=O)NCN2CCCCC2)c2ccccc21 in the list: -1.4 | 1.6 | 32.1 | 0.1 | 2.7 | -3.3 | 5.4 | 0.1 | -3.3 | 1.8
C=CCn1c(SCC(=O)N2CCCC2)nc2scc(-c3cccs3)c2c1=O in the list: 0.5 | -6.9 | 21.8 | -2.5 | -16.5 | -3.8 | -0.6 | -2.8 | -11.5 | ·
